KDM5B inh: KDM5B demethylase inhibition; Potency, µM (top dose mostly 57.7 µM), inactives show at the top dose activity change, negative = inhibition, usual class: inhibitors; KDM5B demethylase, FDH-coupled NADH fluorescence (FDH is formaldehyde dehydrogenase); Q9UGL1; 2.6% of 220,000 active; active = well fitted inhibition curve with a large enough effect; inconclusive = small, poorly fitted or top-dose-only effect; inactive = no such curve, though single readings can be large or run the other way; also: 0% is about no effect; nearly all actives have a fitted effect of over 70% in size
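Coupled FDH/NAD⁺ fluorescence readout. KDM5BΔAP 200 nM final; compound titration, 10 min RT preincubation; substrate mix 12.5 µM H3K4me3, 25 µM 2-OG, 50 µM Fe(II), 100 µM ascorbate, 0.25 mM NAD⁺, 0.25 U/mL FDH; ΔRFU over 30 min.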
Starred values were filed as active, the others as inactive; i = inactive; ? = inconclusive; & = joins results of further samples; [ ] = another dose, or the depositor's remark. Potency is read from the fitted curve at half-maximal effect. The list is partial, so the mix of outcomes need not match the whole.

SMILES | KDM5B inh
Clc1ccc(C2Cn3nnc(-c4noc(C5CCCC5)n4)c3CO2)cc1 (stereo not given) | -1.9%
COc1cccc(OC)c1C(=O)Nc1ccc2c(c1)CN(Cc1ccccc1F)C(=O)C(C)O2 (stereo not given) | -2.7%
O/N=C\c1cnc(N2CCN(c3ccccc3)CC2)s1 | -1.8%
COc1cccc(NC(=O)CSc2nc3ccccc3n2C)c1 | -7.0%
Cc1nc2sc3c(c2c2nc(-c4ccc(O)cc4)nn12)CC(C)(C)OC3 | -15.1%
C/C(=N/N(Cc1ccccc1)c1ccccc1)c1cccs1 | 3.8%
CC(C)c1ccc(CN(Cc2ccco2)c2cnc(S(C)(=O)=O)nc2C(=O)Nc2ccccc2)cc1 | ?
Cc1nccc(C(=O)NCC(O)c2ccccc2C(F)(F)F)n1 (stereo not given) | 17.6%
O=S(=O)(NCc1ccccc1Cl)c1ccc(-c2cnc(C3CC3)o2)cc1 | ?
CC(C)(C)NC(=O)COc1ccc2oc3c(c2c1)CCCC3 | 15.4%
COc1ccc(-n2c(-c3ccc(Cl)cc3)cc3c2CC(C)(C)CC3=O)c(OC)c1 | ?
Cc1cc(C)cc(-c2ccccc2CN)c1 | 14.0%[149 µM]
CN1[C@@H](CCC(=O)N2CCCC2)CNC(=O)[C@@H]2[C@H]1CCN2C1CCCCC1 | -27.1%[86.2 µM]
Cc1ccc(C(=O)Nc2ccc3c(N4CCOCC4)ncnc3c2)cc1 | -13.9%
CN(C)C(=O)C1CN(C(=O)C2CCCCC2)CC12CCOCC2 (stereo not given) | -0.4%
Cc1ccsc1CN(C(=O)c1oc2cc(Br)ccc2c1C)C1CCS(=O)(=O)C1 (stereo not given) | -34.7%
CSCCC(NC(=O)c1ccccc1Br)C(=O)NNC(=O)c1ccco1 (stereo not given) | 12.5%
CSc1cccc(NC(=O)NCc2ccc(Cl)cc2Cl)c1 | 14.4%
COCCOCC(=O)N1CCCN(S(=O)(=O)c2ccccc2)CCC(=O)NCC1 | -18.6%
N#Cc1nc(COc2ccccc2F)oc1N1CCCCC1 | -10.0%
CCOC(=O)Cn1c(-c2cccs2)cc2cc(Cl)ccc21 | ?
O=C(Nc1cc(-c2nc3ccccc3o2)ccc1Cl)c1cccc2c(Cl)cccc12 | -0.7%
COc1cccc(CCC(=O)NCCC2CCN(C(=O)Nc3ccc(C)cc3)CC2)c1 | -2.8%
Nc1nc(CSc2cccc[n+]2[O-])nc2ccccc12 | 9.4%
O=C(CCC[C@H]1NC[C@@H]2C[C@H]1CN(Cc1ccccc1)C2)NCCCN1CCCc2ccccc21 | ?
C=CCNc1nc(C(=O)OC(C)C(=O)Nc2ccc(F)cc2Cl)cs1 (stereo not given) | -14.8%
N#C/C(=C\c1ccnc2ccccc12)c1nc2ccccc2s1 | 1.7%
CNC(=O)c1ccc(I)cc1 | 23.1%
CCCOc1ccc(CN2C[C@@H]3C(=O)N(CCOC)C(=O)[C@@H]3C2)cc1 | -1.9%
Cc1ccc(C(=O)N2CCC3(CC2)[C@H](O)C[C@@H]3OCCO)s1 | 52.5%[activator]
CCCCc1ccc(OC(=O)c2ccc(O)cc2)cc1 | -12.7%
CCOc1ccc2nc(N3CCN(C(=O)CCS(=O)(=O)c4ccccc4)CC3)sc2c1 | 4.8%
CC(C)COc1ccc(C(=O)Nc2ccc3oc(=O)ccc3c2)cc1 | -19.9%
CN(C)c1ccc(-n2cnc3cccnc32)cc1 | 3.8%[115 µM]
CC(NC(=O)c1ccc(-c2ccccc2)cc1)C1CC2CCC1C2 (stereo not given) | -1.0%
CN(C)C(=O)CN1C(=O)CO[C@H](c2ccc(NC(=O)c3ccc(C(F)(F)F)cc3)cc2)[C@H]1CO | -5.6%
CC1=C[C@@H](CN(C)CCO)[C@H](C(C)C)C[C@H]1Cc1nnc(-c2ccc(C)cc2)o1 | -24.2%[86.2 µM]
CCOc1ccc(CCNC(=O)c2sc3nc4n(c(=O)c3c2C)CCCC4)cc1OCC | -6.2%
COc1cncc(Nc2cnc3ccc(-c4ccc(OC)c(OC)c4)nn23)c1 | -23.5%[86.2 µM]
Cc1ccc2nc(/N=C(\N)NC(=O)c3ccccc3)nc(C)c2c1 | 3.1%
Cc1cc(Cl)c2cccc(C(F)(F)F)c2n1 | 10.1%
COc1cccc(C2(c3ccc(O)cc3)CCCC2)c1 | -6.1%
Cc1ccc(NC(=O)CCCc2cccs2)c(F)c1 | 10.0%
Cc1ccc(NC(=O)Cn2cccc2-c2nc(-c3ccccc3)no2)c(Cl)c1 | 2.9%
OC(COc1ccccc1)CN1CCN(c2nccs2)CC1 (stereo not given) | -11.1%

Quoted at random: six records from the list, in no set order.
SMILES | KDM5B inh
CC(NC(=O)c1ccc(-c2ccccc2)cc1)C1CC2CCC1C2 (stereo not given) | -1.0%
Cc1cc(Cl)c2cccc(C(F)(F)F)c2n1 | 10.1%
CCOc1ccc2nc(N3CCN(C(=O)CCS(=O)(=O)c4ccccc4)CC3)sc2c1 | 4.8%
COc1cccc(C2(c3ccc(O)cc3)CCCC2)c1 | -6.1%
CCCCc1ccc(OC(=O)c2ccc(O)cc2)cc1 | -12.7%
Cc1ccc(NC(=O)Cn2cccc2-c2nc(-c3ccccc3)no2)c(Cl)c1 | 2.9%

(listing goes on)
SMILES | KDM5B inh
CCc1cc(CN(C)C(=O)C(c2ccc(C)cc2)N(C)C)on1 (stereo not given) | -2.5%
COc1ncc(-c2ccnc(-c3nnc(C)n3CCN3CCOCC3)c2)cn1 | -10.3%[86.2 µM]
N#CCCN(Cc1ccccc1)C(=S)Nc1ccc(F)cc1 | 25.6%
COc1ccccc1-c1cc(C(F)(F)F)nc(S(=O)(=O)CCCC(=O)Nc2ccccc2F)n1 | 25.0%
CCCN1C=NS(=O)(=O)c2cc(C(=O)NC(C)c3ccccc3)ccc21 (stereo not given) | 11.9%
CCOc1ccc(NC(=O)C2CCN(C(=O)c3ncn4c3COC(c3ccc(F)cc3)C4)CC2)cc1 (stereo not given) | 3.3%
CCOC(=O)C(Cc1c[nH]c2ccccc12)NC(=O)COc1ccc(Cl)c(C)c1 (stereo not given) | ?
O=C(c1ccccc1)N1CCC2(CC1)C(=O)NN=C2c1ccccn1 | 4.7%[86.2 µM]
O=C(c1cccs1)N1CCC2(CC1)N=C(c1ccccc1)NO2 | 6.9%
CCC(=O)N1CCC[C@H](n2c(=O)n(C)c3cccnc32)C1 | -4.5%
CCC(Oc1ccccc1)C(=O)Nc1ccc2oc(C)nc2c1 (stereo not given) | 3.5%
CSCC(=O)N1C[C@@H](NC(=O)Nc2ccc(F)cc2F)C[C@H]1C(=O)N[C@@H](Cc1cccs1)C(N)=O | 11.4%
CCOC(=O)c1c(C)[nH]c(C(=O)COc2ncnc3sc4c(c23)CCC4)c1C | 12.4%
CCn1ncc(S(=O)(=O)N2CCCC(CO)(CC=C(C)C)C2)c1C (stereo not given) | 5.9%
COC(=O)[C@]12C[C@H](CC(=O)NCC34CC5CC(CC(C5)C3)C4)C(=O)N(Cc3ccco3)C1=C[C@H](COCc1ccccc1)O[C@@H]2C | -12.6%

Exported with each value named: entries from further up
smiles: CSCC(=O)N1C[C@@H](NC(=O)Nc2ccc(F)cc2F)C[C@H]1C(=O)N[C@@H](Cc1cccs1)C(N)=O
  KDM5B inh: 11.4%
smiles: COC(=O)[C@]12C[C@H](CC(=O)NCC34CC5CC(CC(C5)C3)C4)C(=O)N(Cc3ccco3)C1=C[C@H](COCc1ccccc1)O[C@@H]2C
  KDM5B inh: -12.6%
smiles: CCOC(=O)C(Cc1c[nH]c2ccccc12)NC(=O)COc1ccc(Cl)c(C)c1 (stereo not given)
  KDM5B inh: ?

Further compounds follow:
SMILES | KDM5B inh
COC(=O)[C@@H]1Cc2ncn(Cc3ccc(OC)cc3)c2CN1S(=O)(=O)c1cccc2c(N(C)C)cccc12 | 17.8µM*
O=C(c1ccc(Cl)cc1)N1CCC2(CC1)OCC(C(=O)N1CCCC1)N2C(=O)c1ccccc1 (stereo not given) | -11.8%
CN(CCC#N)C(=O)COC(=O)c1cccnc1Nc1ccccc1F | 6.0%
NNc1ccc(S(N)(=O)=O)cc1[N+](=O)[O-] | -18.8%
COc1ccc2c(c1)CC/C(=C\c1ccccc1Br)C2=O | 2.1%&7.2%
O=C(Nc1cc(Cl)cc(Cl)c1)C1CC(=O)N(C2CCCCC2)C1 (stereo not given) | 4.2%
O=C(O)c1cnc(N2CCCCC2)nc1-c1ccccc1 | ?
CC(Oc1ccccc1)C(=O)N1CCN(C(=O)c2nnn3c2COC(c2ccccc2)C3)CC1 (stereo not given) | -7.2%
O=C(N[C@H]1CCCNC1=O)C1=C[C@@H](NS(=O)(=O)c2cccs2)[C@@H](O)[C@H](O)C1 | -5.9%[86.2 µM]
CCOC(=O)c1cc(-c2ccccc2)nc2nc(N(CC)CC)sc12 | ?
CC(C)NC(=O)N[C@H]1CCN2C(=O)c3cc(/C=C/c4ccccc4)ccc3NC(=O)[C@H]12 | 35.5µM*
Cc1ccccc1OCc1nc(C2CN(C(=O)NCc3ccccc3)C2)no1 | -7.2%
CCOc1ccc(C(=O)NC2CCCN(c3cc(-c4ccccc4)[nH]n3)C2)cc1OCC (stereo not given) | -26.3%
COC(=O)c1ccccc1NC(=O)CCc1c(C)nc2cc(-c3ccc(Cl)cc3)nn2c1C | ?
Cc1ccc(Cl)c(OCC(=O)c2ccc3c(c2)N(CCCC(=O)N2CCOCC2)C(=O)CO3)c1 | -9.2%
COC(=O)c1sccc1NS(=O)(=O)c1ccc(F)cc1F | 1.5%
O=C1OC2C3CC(C2Sc2ccccc2)C(C(=O)O)C13 (stereo not given) | 4.3%
Cc1ccccc1Nc1c(-c2c[nH]c3ccccc23)nc2cccc(C)n12 | ?
CCOc1ccc(NC(=O)c2cc(S(=O)(=O)N3CCOCC3)ccc2F)cc1 | -18.2%
Cc1ccccc1Nc1c2c(nc3nncn13)CCC2 | 3.6%
Cc1cc(Cl)ccc1-c1ccc(CN)cc1 | -4.9%[149 µM]
COc1ccc(C)cc1S(=O)(=O)NCC(c1ccc(N(C)C)cc1)N1CCc2ccccc21 (stereo not given) | ?
Cc1cc(C)c2nc(N(Cc3cccnc3)C(=O)c3cccs3)sc2c1 | 63.2%[activator]
COc1ccc(C(=O)N2C(C(=O)N3CCCC3)COC23CCN(C(=O)c2cccc(C)c2)CC3)cc1 (stereo not given) | 17.8%
O=C(Cn1ccn2nc(-c3ccc(F)cc3)c(CO)c2c1=O)NCc1ccc2c(c1)OCO2 | ?
CC1(C(=O)Nc2cccc(C(F)(F)F)c2)Cc2ccccc2C(=O)O1 (stereo not given) | 7.5%
Cn1c(=O)c2c(ncn2CCC(=O)Nc2cccc(F)c2)n(C)c1=O | -7.0%
CCCNC(=O)N1C[C@@H](Oc2cccnc2)C[C@@H]1C(=O)NCCOC | -17.8%
Cc1ccc(/C=C/C(=O)Oc2ccc(-c3ccc(C#N)cc3)cc2)o1 | -16.5%
CC1(C)CC(=O)C2=C(C1)Nc1nonc1NC2c1ccc(Cl)cc1 (stereo not given) | -4.3%
COc1ccccc1CN1CCC2(CC1)CC(C(=O)O)N(C(C)=O)C2 (stereo not given) | -23.0%
Cc1cn2nc(C(=O)NCc3ccc(F)cc3)cc2c(N2CCCC2)n1 | 25.1µM*
Clc1ccccc1C1Cn2cnc(-c3nc(-c4ccncc4)no3)c2CO1 (stereo not given) | -4.8%
O=C(O)CCc1ccc(-c2ccccc2)n1-c1ccc(C(=O)O)cc1 | ?
CC(C)(C)c1ccc(Oc2ccc(N)cn2)cc1 | ?
CCc1nnc2ccc(N3CCCCC3)nn12 | -10.0%
COc1ccc(-c2nc(CN3CCN(C(=O)Nc4ccccc4OC)CC3)c(C)o2)cc1 | 18.4%
Cc1c(Cl)cccc1Nc1nc2ccc(C(=O)c3ccccc3)cc2n2cnnc12 | 1.2%
CCc1ccccc1N1CC(c2nc3ccccc3n2CCCCOc2ccccc2)CC1=O (stereo not given) | ?
COC(=O)c1ccccc1Nc1nc(-c2ccccc2)no1 | ?
O=C(c1ccccc1)N1CCC(N2CC3CC(C2)[C@H]2CCCC(=O)N2C3)CC1 (stereo not given in full) | -25.6%
C[C@@H]1CN(Cc2noc(C3CCCC3)n2)CC[C@@]1(O)C1CCC1 | -5.8%
Cc1cc(F)ccc1OCC(=O)c1ccc2c(c1)N(C(C)C(=O)N1CCCCC1)C(=O)CO2 (stereo not given) | -7.5%
CC(C)c1ccc(CN2CC(COc3ccccc3)C3(C2)CN(C(=O)c2cn[nH]c2)C3)cc1 (stereo not given) | -9.6%
O=C(c1[nH]ncc1Cl)N1CCOC(Cc2cccc(C(F)(F)F)c2)C1 (stereo not given) | 17.0%
COc1ccccc1C(=O)N1CCCn2nc(C)c(-c3ccccc3OCc3ccccc3)c21 | 6.9%
Cc1cnc(C2CCNC2)n1Cc1ccc(F)cc1 (stereo not given) | 1.1%
CCOC(=O)C1C(=O)C=C(c2ccc(F)cc2)CC1c1ccc(C(C)C)cc1 (stereo not given) | -10.2%
COc1cc(-n2c(C)nc3cccnc32)c(Cl)cc1C(=O)O | ?
Cc1c(CCNC(=O)c2ccc(C(C)(C)C)cc2)sc2nc(-c3ccc(F)cc3)nn12 | 0.2%
CCOC(=O)c1cc(NC/C=C/c2ccccc2)ccc1N1CCOCC1 | -21.6%
COc1ccc(Cc2nc3nccc(-c4ccc(F)cc4)n3n2)cc1 | -0.1%
CN(CC(=O)NC(=O)NCc1ccco1)Cc1ccc(Cl)cc1 | 20.0%
Cc1ccc(C(=O)COC(=O)CC23CC4CC(CC(O)(C4)C2)C3)s1 | 13.9%
O=c1[nH]c(Sc2ccc([N+](=O)[O-])cc2[N+](=O)[O-])nc2ccccc12 | ?
Cc1c(CC(=O)NCCCn2ccnc2)c(=O)oc2cc(O)ccc12 | i
CC(C(=O)NCc1ccco1)N1CCN(CC(=O)NC2CC2)CC1 (stereo not given) | 9.4%
NC(=O)[C@@H]1CN(C(=O)CC2CCCC2)C[C@H]1COc1ccccc1 | -0.3%
